# FBW7 act: human FBW7 E3 ligase activation, primary screen. normalized activity (activation), % at 26.1 µM. AID 1259310. 650,000 tested, 0.13% active. Q969H0. AlphaScreen FBW7–phospho-cyclin E peptide binding, activator screen; in the data active = normalized activity above about 1.9%;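 also: purified mutant Fbw7 with reduced substrate affinity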
# GPR151 ag: activators of human GPR151. Q8TDV0. PathHunter beta-arrestin GPR151 cells, luminescence. activation, % at 11.2 µM. 650,000 tested, 1% active; in the data active = activation above about 4.9%;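 also: 0% = median of compound wells and 100% = cells with positive control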
# Target sequence (Q8TDV0 whole entry, looked up): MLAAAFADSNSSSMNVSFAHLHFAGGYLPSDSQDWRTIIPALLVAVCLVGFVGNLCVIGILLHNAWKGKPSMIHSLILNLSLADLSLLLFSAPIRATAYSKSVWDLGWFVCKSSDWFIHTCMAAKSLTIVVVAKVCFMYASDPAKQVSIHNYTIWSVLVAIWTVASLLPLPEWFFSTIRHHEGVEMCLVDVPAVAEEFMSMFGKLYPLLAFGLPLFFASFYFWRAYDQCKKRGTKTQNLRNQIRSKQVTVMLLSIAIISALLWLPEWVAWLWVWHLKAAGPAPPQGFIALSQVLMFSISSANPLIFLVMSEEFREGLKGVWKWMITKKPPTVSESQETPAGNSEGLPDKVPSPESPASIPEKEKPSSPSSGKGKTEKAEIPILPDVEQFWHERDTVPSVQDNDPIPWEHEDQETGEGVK
# MITF inh: inhibitors of human MITF | 650,000 tested, 0.91% active | inhibition, % at 2.6 µM | AlphaScreen MITF homodimerization, bead proximity signal | AID 1259374; in the data active = inhibition above about 50%;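 also: 0% = vehicle wells with protein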
# Target sequence (O75030 whole entry, looked up): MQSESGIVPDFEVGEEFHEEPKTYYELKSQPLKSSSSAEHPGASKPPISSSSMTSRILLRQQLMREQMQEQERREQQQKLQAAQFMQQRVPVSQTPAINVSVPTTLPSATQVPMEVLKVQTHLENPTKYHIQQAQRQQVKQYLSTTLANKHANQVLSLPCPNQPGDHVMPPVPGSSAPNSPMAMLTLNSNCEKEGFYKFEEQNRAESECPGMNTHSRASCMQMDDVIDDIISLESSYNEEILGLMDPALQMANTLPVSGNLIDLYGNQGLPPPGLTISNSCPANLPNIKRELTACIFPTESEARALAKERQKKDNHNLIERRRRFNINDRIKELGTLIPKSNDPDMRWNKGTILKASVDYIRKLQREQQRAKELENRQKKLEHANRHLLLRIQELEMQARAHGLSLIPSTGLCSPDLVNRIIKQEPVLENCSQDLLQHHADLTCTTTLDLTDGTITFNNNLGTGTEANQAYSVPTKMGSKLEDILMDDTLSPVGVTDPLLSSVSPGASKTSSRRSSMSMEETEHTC
# TEAD-YAP block: TEAD-YAP interaction inhibition; HEK-TIYL cells, TEAD-Gal4/YAP UAS-luciferase luminescence; inhibition, % at 9.12 µM; 640,000 tested, 1.4% active; AID 1259422; in the data active = inhibition above about 32%;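 also: 0% = median of test compound wells and 100% = reference inhibitor wells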
# Starred values were filed as active, the others as inactive; / = not tested or not shown. Rows were taken by chance; overall some 3.4% were active at least once.
Structure	FBW7 act	GPR151 ag	MITF inh	TEAD-YAP block
CC(=O)Nc1ccc(NC(=O)C2(C)CC2(Cl)Cl)cc1 (configuration not stated)	-0.1	-0.1	11	-2
O=C(O)c1cc(NC(=O)c2ccccc2F)cc(NC(=O)c2ccccc2F)c1	-0.1	1.0	-3	-4
O=C(c1ccc(Cl)cc1)N1N=C(C(F)F)CC1(O)C(F)F (configuration not stated)	0.2	-0.8	-2	5
O=C(NCC1CCCN1S(=O)(=O)c1cccs1)c1cccc(F)c1 (configuration not stated)	0.9	0.2	16	0
Cc1cc(Cl)c(S(=O)(=O)Nc2cccc(C(F)(F)F)c2)cc1OCC(N)=O	0.0	0.1	-5	-11
O=C(C1CCCCN1S(=O)(=O)c1ccccc1[N+](=O)[O-])N1CCCC1 (configuration not stated)	0.1	0.7	1	8
COc1ccc(N=C2SC(CC(=O)Nc3ccc(OC)cc3OC)C(=O)N2C)cc1 (configuration not stated)	-0.1	6.6*	-4	0
N#Cc1ccc(NC(=O)COC(=O)c2nc(-c3ccccc3)n(-c3ccccc3)n2)cc1	0.0	-1.2	13	8
CCN1C(=O)NC(c2ccccc2Cl)C(C(=O)OC2CCCCC2)=C1C (configuration not stated)	-0.1	-0.3	7	-10
Cc1cccc(-n2ncc3c(Nc4cccc(C(F)(F)F)c4)ncnc32)c1	0.1	0.6	-3	-6
O=C(C1COc2ccccc2O1)N(CCN1CCOCC1)c1nc2c(F)cccc2s1 (configuration not stated)	0.0	-0.2	0	-45
O=C(c1cccs1)N1CCC(Cn2nc(-c3cccs3)ccc2=O)CC1	0.0	-0.3	-11	4
CCOc1ccc(/C(O)=C2\C(=O)C(=O)N(Cc3cccnc3)C2c2ccc(OC)cc2)cc1 (configuration not stated)	0.2	0.5	-9	1
O=C(N1CCC(n2cnc3cccnc32)CC1)N(c1ccccc1)c1ccccc1	0.0	1.0	-1	8
CC(C)CCCC(C)C1CCC2C3CC=C4CC(OC(=O)OCc5ccccc5)CCC4(C)C3CCC12C (configuration not stated)	0.0	-1.2	-9	-3
CCOC(=O)c1c(NC(=O)c2ccc(S(=O)(=O)N(C)C)cc2)sc2c1CCN(C(=O)OCC)C2	0.1	0.4	-6	-5
CCC(=O)/C=C1/Sc2ccc(OC)cc2N1CCO	-0.2	-0.6	-7	-3
CCOC(=O)N1CCc2c(sc(NC(=O)c3cc(Cl)sc3Cl)c2C#N)C1	-0.1	-0.8	-6	32*
Cc1ccc(C)c(N2CCN(S(=O)(=O)c3cc(C(=O)Nc4ccc(Br)cc4)ccc3F)CC2)c1	-0.1	-1.1	3	-1
Cc1cc(NC(c2ccccn2)c2c(C)[nH]c3ccccc23)no1 (configuration not stated)	0.2	-1.6	14	9
CCCNc1nc(Nc2ccc(N3CCOCC3)cc2)nc2cc(OC)c(OC)cc12	-0.4	-0.1	9	11
COc1ccc(C(CC(=O)c2ccccc2)Nc2ccc(F)cc2)cc1 (configuration not stated)	-0.3	-0.7	3	-49
C(=N\Nc1nncn1/N=C/c1ccco1)/c1ccco1	-1.3	2.1	12	5
CCN(CC)c1nc(Nc2ccccc2C)nc(Nc2cc(C)ccc2C)n1	0.3	2.1	9	8
CSCC(N)c1nc2ccccc2[nH]1 (configuration not stated)	-0.8	-1.2	13	-3
CCN1CCN(C(=S)c2ccc(O)cc2)CC1	0.5	-0.5	9	-2
CCOC(=O)c1sc(NC(=O)CSc2nc3c(cc2C#N)CCC3)c(C#N)c1C	-0.2	-0.8	-12	6
NS(=O)(=O)c1ccc(CCNC(=O)CCn2c(=O)c3cccn3c3cccnc32)cc1	0.0	0.4	7	7
CC(=O)Oc1ccc(C(=O)Nc2ccc(S(=O)(=O)NCCc3ccccc3)cc2)cc1	-0.1	1.4	8	9
COc1ccc(/C(N)=N/OC(=O)COc2ccc(Cl)cc2Br)cc1	0.0	-0.2	0	12
CCN1CCN(C(c2ccccc2)c2nnnn2Cc2ccc(OC)cc2)CC1 (configuration not stated)	0.3	-0.2	3	-3
CN(CC1CCOCC1)c1nc2nonc2nc1N1CCCCCC1	0.1	1.0	2	4
CCOC(=O)c1c(NC(=O)c2cn(-c3ccccc3)nc2C23CC4CC(CC(C4)C2)C3)sc2c1CCCC2	0.1	-0.5	-5	2
COC(=O)c1ccccc1NC(=O)c1sc2ncn(CC(=O)N3CCCCC3C)c(=O)c2c1C (configuration not stated)	-0.2	0.8	9	1
O=C(NCCCN1CCCC1)c1cn(-c2ccc(Cl)cc2)c(=O)c2ccccc12	-0.1	2.1	0	-1
CC(C)N(CC(N)=O)C(=O)CCCc1nc2ccccc2s1	-0.2	0.4	-2	-20
O=C1OC(c2ccccc2F)=N/C1=C\c1cccc(Cl)c1	0.1	2.4	6	2
CN(C)c1ccc(C(=O)OCc2cccc([N+](=O)[O-])c2)cc1	0.0	-0.9	9	-4
CC1CCN(C(=O)Cn2cnc3c(nnn3Cc3ccccc3F)c2=O)CC1	0.1	0.3	-1	-3
Cc1cc(C)n(CCNC(=O)C2CC(=O)c3sc(NC(=O)c4ccoc4)nc3C2)n1 (configuration not stated)	0.2	0.5	17	-7
CCCCCn1c(CN2CCN(c3ccccc3)CC2)nc2c1c(=O)n(C)c(=O)n2C	0.0	-0.7	1	12
CCN(CC)CCCNC(=O)c1ccc2c(=O)n(Cc3ccccc3OC)c(=S)[nH]c2c1	0.0	1.8	11	-2
O=C(O)CCCC(=O)Nc1ccc(S(=O)(=O)Nc2nccs2)cc1	-0.1	-0.1	-9	-3
Oc1cccc(Oc2ccccc2)c1	0.1	0.7	3	-6
O=S1(=O)Oc2cc(S(=O)(=O)N3CCn4c(nc5ccccc54)C3)cc3cccc1c23	0.6	-0.5	14	11
O=C(c1ccco1)N1CCN(C(=O)C(F)(F)F)CC1	0.1	-0.3	-7	3
O=C(O)/C=C\C(=O)Nc1ccc(Nc2ccc([N+](=O)[O-])cc2[N+](=O)[O-])cc1	0.0	-0.9	18	-6
O=C(c1cc(Cl)ccc1Cl)N1CCN(C/C=C/c2ccccc2)CC1	-0.6	0.1	-4	3
CCC(c1nnnn1C1CCCC1)N1CCN(C(=O)c2ccco2)CC1 (configuration not stated)	-0.2	1.2	-3	3
Cc1cc(N2CCCCC2)nc(NCCNC(=O)/C=C/c2ccccc2)n1	-0.3	-1.7	-1	38*

# Reprinted at random: five records from the list, in no set order.
Structure	FBW7 act	GPR151 ag	MITF inh	TEAD-YAP block
O=C(c1cc(Cl)ccc1Cl)N1CCN(C/C=C/c2ccccc2)CC1	-0.6	0.1	-4	3
Cc1cc(N2CCCCC2)nc(NCCNC(=O)/C=C/c2ccccc2)n1	-0.3	-1.7	-1	38*
CC(C)N(CC(N)=O)C(=O)CCCc1nc2ccccc2s1	-0.2	0.4	-2	-20
Oc1cccc(Oc2ccccc2)c1	0.1	0.7	3	-6
NS(=O)(=O)c1ccc(CCNC(=O)CCn2c(=O)c3cccn3c3cccnc32)cc1	0.0	0.4	7	7

# Next part:
Structure	FBW7 act	GPR151 ag	MITF inh	TEAD-YAP block
CC1CCc2c(sc3nc(SCC(=O)Nc4ccccc4F)n(-c4ccccc4)c(=O)c23)C1 (configuration not stated)	0.1	-2.3	9	-5
CNS(=O)(=O)c1ccc(NC(=O)/C=C/c2ccco2)cc1	-0.1	-0.4	-3	-9
CCCCCCCCC#CCCCCCCCC(=O)c1nc2ncccc2o1	/	0.4	9	/
Oc1c(Br)cc(Br)cc1C=Nc1cccnc1	0.0	-0.2	15	-1
CCCC(C)NCC(O)COc1ccc(OC)cc1C(C)(C)C (configuration not stated)	-0.2	1.3	25	7
COCCn1c(=O)n(CC(=O)N2CCCC2)c2cccnc21	-0.1	-0.1	-5	2
O=C(NCCOc1cccc2cccnc12)c1cnn(-c2ccccc2)n1	0.1	0.8	3	-5
Cc1nnc(NC(=O)c2c(F)cccc2Cl)s1	-0.1	-0.7	2	10
Cc1nc2ccccc2nc1CN1CCN(C2CCCC2)C(CCO)C1 (configuration not stated)	-0.1	-1.3	-9	-2
CCOC(=O)CCc1c(C)c2ccc(OCC(=O)N3CCC(C)CC3)c(C)c2oc1=O	-0.2	0.7	-7	-5
Cc1cc(Cl)c(OCCn2ccnc2)c(Br)c1	-0.1	-0.8	27	-16
N#C/C(=C\c1ccccc1C(F)(F)F)C(=O)Nc1ccccc1	-0.1	-0.6	8	8
O=c1cc(CSc2nc(Nc3ccc(F)c(F)c3)c3ccccc3n2)nc2ccccn12	-0.1	0.3	-4	-5
O=C(/C=C/NCc1cccnc1)c1ccc(Br)cc1	0.1	-0.9	15	-2
COc1ccccc1Cn1c(SCC(=O)NCc2ccco2)nc2ccc(Br)cc2c1=O	0.0	1.1	7	-4
CCOC(CCNC(=O)c1cnc(Nc2ccccc2OC)c2ccccc12)OCC	0.1	-0.2	1	31
CC1=C(C(=O)OC2CCCCC2)C(c2cccc(Br)c2)NC(=O)N1 (configuration not stated)	0.0	0.1	14	-13
O=c1oc2ccc(Cl)cc2cc1-c1nc(-c2ccccc2)cs1	0.2	-1.4	11	-3
COc1ccc(CC2(CCC(=O)NCc3cccc4[nH]ccc34)CCC(=O)N2)cc1 (configuration not stated)	-0.1	0.4	1	-7
CC(C)NC(=S)NNC(=O)C1CC2CCC1O2 (configuration not stated)	0.5	2.0	-4	2
O=C(COC(=O)c1ccc2c(c1[N+](=O)[O-])C(=O)c1ccccc1C2=O)NC1CC1	0.4	-5.3	18	11
Oc1nc(Nc2ccccc2)sc1/C=C1\C=Nc2ccccc21	-0.1	-0.1	15	-54
O=S(=O)(NCCCN1CCN(c2ccccc2)CC1)c1ccc2c(c1)OCCO2	-0.2	1.0	2	13
O=C1CC(NCc2ccccc2)C(=O)N1c1ccc(-c2nc3ccccc3o2)cc1 (configuration not stated)	-0.2	-0.2	7	10
N#Cc1ccc(CS(=O)(=O)c2nc3ccccc3s2)cc1	0.0	-1.9	-29	/

# Two compounds from above, reduced to TEAD-YAP block.
canonical_smiles | TEAD-YAP block
CCN1CCN(C(=S)c2ccc(O)cc2)CC1 | -2
CCOc1ccc(/C(O)=C2\C(=O)C(=O)N(Cc3cccnc3)C2c2ccc(OC)cc2)cc1 (configuration not stated) | 1

# Other results.
Structure	FBW7 act	GPR151 ag	MITF inh	TEAD-YAP block
NS(=O)(=O)c1ccc(CNc2ccc3ncc(-c4cccc5cccnc45)n3n2)cc1	0.0	0.1	-1	2
Oc1cccc(-c2cnc3ccc(NC4CCOCC4)nn23)c1	2.2*	0.1	9	33*
Cc1ccccc1N1C(=O)C2C3C=CC(C3)C2(C)C1=O (configuration not stated)	-0.1	-0.7	4	11
CCN(CCO)C(=O)NC1CC(=O)N(c2ccc(C)cc2)C1 (configuration not stated)	0.1	-0.7	16	3
O=C(NC1CC1)c1ccc(-c2nc(C(=O)Nc3ccccc3)cs2)cc1	0.1	-0.4	-7	9
Cc1ccc(C)c(NC(=O)CN(CCc2ccccc2)S(=O)(=O)c2ccccc2)c1	0.0	0.4	0	2
CCn1c(C(=O)NCCc2ccc(S(N)(=O)=O)cc2)cc2oc3ccccc3c21	-0.1	-1.2	6	-17
COc1ccc2c(C)cc(N3CC(C)OC(C)C3)nc2c1 (configuration not stated)	-0.1	1.3	-4	4
CC1CCCCC1N1C(=O)c2cccnc2C1=O (configuration not stated)	-0.1	-0.7	16	7
S=C1OC(c2ccccc2)=C/C1=C\N1CCCCC1	-0.1	-0.4	-1	-1
Cc1cncc2cccc(N3CCN(C(=O)[C@H](C)O)CC3)c12	-0.1	-1.1	15	4
O=C(NC1CC1)C1CCN(C2CCN(C(=O)Cc3c[nH]c4ccccc34)CC2)CC1	0.0	-0.1	1	0
Cc1ccccc1OCC1Cn2c(nc3c2c(=O)[nH]c(=O)n3C)O1 (configuration not stated)	1.5	-0.9	9	16
O=C(Nc1ccc(Cl)cc1Cl)c1cccc(C(=O)Nc2ccc(Cl)cc2Cl)n1	0.1	-0.6	11	5
O=C1NC(c2ccccn2)C(C(=O)c2ccccc2)C(O)(C(F)(F)F)N1 (configuration not stated)	0.2	-1.7	20	5
COc1ccc(-n2ncc3c(N4CCc5ccccc54)ncnc32)cc1	-0.1	0.3	3	-47
CCCc1[nH]n(-c2ccc(F)cc2)c(=O)c1C=Nc1cc(C(=O)OC)ccc1C(=O)OC	-0.2	-1.1	0	-4
C=CCN1C(=O)/C(=C\c2cc(OC)ccc2OC)C(C(=O)OC)=C1C	0.0	1.1	-4	9
Cc1[nH]nc2c1C(c1ccncc1)C(C#N)=C(N)O2 (configuration not stated)	-0.1	-1.3	-3	-1
COc1ccccc1-c1oc2ccc(C)cc2c(=O)c1O	-0.1	0.1	-10	-35
CNC(=O)c1c(NC(=O)c2ccccc2OC)sc2c1CCC2	0.1	0.8	-18	5
Cc1ccccc1C(=O)Oc1c(Br)cc(Br)c2cccnc12	0.0	1.0	7	4

# Looked up above.
# FBW7 act, `O=C1NC(c2ccccn2)C(C(=O)c2ccccc2)C(O)(C(F)(F)F)N1` (configuration not stated) reads 0.2
# MITF inh, `Cc1ccc(C)c(N2CCN(S(=O)(=O)c3cc(C(=O)Nc4ccc(Br)cc4)ccc3F)CC2)c1` reads 3
# FBW7 act, `CCN(CC)c1nc(Nc2ccccc2C)nc(Nc2cc(C)ccc2C)n1` reads 0.3

# Assay outcomes: PubChem BioAssay, The Scripps Research Institute Molecular Screening Center
